High-throughput results: PubChem BioAssay, several laboratories
Dynein transport: dynein cargo transport inhibition; z-score, hits read low; AID 1381; hit rate 0.47% among 220,000; 3617.4 mouse cells, GR-EGFP nuclear translocation imaging; test concentration mostly 20 µM; stimulated with dexamethasone, 1 µM; stronger effect = lower value;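 active = plate z-score of nuclear minus cytoplasmic receptor signal below a set negative limit, without overly bright fluorescence or cell loss, cut at about -3.5 in these data, passing the limit was not always enough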;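 also: z-score of nuclear minus cytoplasmic ring GR-EGFP intensity difference per well; some compounds called inactive have numbers as strong as hits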
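medium = tetracycline-free induction medium containing charcoal-stripped FBS | also added = 1.0 µM final dexamethasone stimulus | schedule = 48 h induction, 1 h compound, 30 min dex at 37 °C | technique = fixed, Hoechst-stained cells imaged at 10x for EGFP | measure = GR-EGFP nuclear translocation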
PMI inhibitors: MPI enzyme activity inhibition – biochemical, fluorescence intensity, coupled assay, primary screen (AID 1209); hit rate 0.42% among 190,000; inhibition, % at 20 µM; hits with a dose series show IC50 in µM; purified PMI enzyme, coupled fluorescence intensity; higher % means a stronger effect;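 also: plate controls were DMSO vehicle for no effect and wells lacking substrate for full effect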
bCat nuc transl: modulators of beta-catenin nuclear translocation | HeLa beta-catenin nuclear translocation, immunofluorescence imaging | nuclear translocation activity, % at 5 µM | hit rate 0.3% among 190,000 | AID 1665;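 active = nuclear translocation activity above 50% at 5 µM, with a well cell count of 50 or more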;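 also: per-cell ratio of nuclear to cytoplasmic median beta-catenin stain intensity; plate controls were DMSO negative control for no effect and GSK-3 inhibitor IX positive control for full effect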
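Test system: human HeLa cells, endogenous beta-catenin. Times: 24 h compound exposure, 37°C. Measured by: beta-catenin immunofluorescence imaging with DAPI.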
MT stabilizer: microtubule stabilizers in HeLa cells; HeLa tubulin immunostaining HCS, 24 h; share of cells brighter than vehicle mean+2SD; % tubulin-high responders, % at 10 µM; hit rate 0.83% among 200,000; AID 2205;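 active = plate Z-score above 3 for both tubulin-high and condensed-nucleus cell shares, with cell loss under 80%, at 10 µM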;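 also: anti alpha tubulin signal scored within the nucleus-defined area of each cell; some results filed as inactive read as strong as hits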
WT yeast gro inh: growth inhibition of WT yeast, mitochondrial fusion screen | mitochondrial fusion phenotypic screen, WT strain | inhibition, % at 10 µM | hit rate 2.1% among 190,000 | AID 1362; in the data active = inhibition above about 58%; tested in S. cerevisiae
Insulin prom up: MIN6 insulin promoter up-regulation. hit rate 0.3% among 190,000. z-score at 5 µM. MIN6 insulin promoter-GFP reporter, high-content imaging; stronger effect = higher value. AID 1625;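 active = z-score above 3 at 5 µM with at least 500 cells counted in the well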
human PMI inhibitors: MPI inhibition at elevated mannose 6-phosphate – biochemical, fluorescence intensity, high mannose 6-phosphate, primary screen (AID 1220) | recombinant PMI enzyme, coupled fluorescence intensity; higher % means a stronger effect | inhibition, % at 20 µM, or IC50 in µM where a hit was titrated | hit rate 0.66% among 190,000
Yfh1-depleted yeast: mitochondrial function rescue without frataxin homolog – Friedreich's ataxia, plus single-dose screen, dose response (AID 1465) | S. cerevisiae Yfh1-off respiration, WST-1 reduction, 72 h; higher fold induction means a stronger effect | fold induction at 50 µM, or EC50 in µM where a hit was titrated | hit rate 0.074% among 220,000;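 active = fold induction of absorbance versus untreated yeast above a set limit, then at least 30% activation at any dose in follow-up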;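 also: activators that raise dye reduction in frataxin-depleted yeast; strong numbers were not always called active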
Autophagy mod: autophagy modulation, high-content screen; MEF GFP-LC3 puncta imaging; test concentration mostly 10 µM; calls only at 10 µM (by protocol); hit rate 0.98% among 190,000;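 active = percentage of spot-positive cells more than 3 SD above its plate mean, without a fluorescence outlier flag or 80% toxicity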;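 also: spot-positive cell cutoff set from DMSO-treated cells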
WT yeast gro inh mutant strain: recorded beside WT yeast gro inh, whose call it bears; inhibition, %; mitochondrial fusion phenotypic screen, mutant strain inhibition
Dynein transport cytoplasmic EGFP: also measured in Dynein transport; calls as there; z-score; measured here: cytoplasmic GR-EGFP intensity; stronger effect = higher value
Dynein transport nuclear GR-EGFP: recorded beside Dynein transport, whose call it bears; z-score; measured here: nuclear GR-EGFP intensity;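 lower value marks the stronger effect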
Dynein transport cell count: also measured in Dynein transport; calls as there; z-score; measured here: cell count per field
Insulin prom up cell count: recorded beside Insulin prom up, whose call it bears; cell count; measured here: cytotoxicity, nuclei count;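 total cells summed across four imaged fields per well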
bCat nuc transl cell count 5 µM: second read-out of bCat nuc transl, no call of its own (marks repeat the call); cell count; measured here: cell count, cytotoxicity flag
MT stabilizer Hoechst-high %: further read-out of MT stabilizer, marked with its call; % Hoechst-high responders; measured here: nuclear condensation Hoechst responders;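 share of cells brighter than vehicle mean plus two SD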
MT stabilizer cytotoxicity %: recorded beside MT stabilizer, whose call it bears; toxicity, %; measured here: cytotoxicity by cell density;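 0% = mean cell density of plate MIN control wells and 100% = no cells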
Autophagy mod cell loss 18 h: recorded beside Autophagy mod, whose call it bears; toxicity, %; measured here: cell loss, nuclei count;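 cell loss after 18 h compound exposure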
The depositor's hits bear a star; i = inactive; x = no result given. Rule as the data show it, unless noted: active = inhibition above about 50%; inactive = the rest. This is a random part of the collection; overall some 5% were active at least once.

SMILES | Dynein transport | Dynein transport cytoplasmic EGFP | Dynein transport nuclear GR-EGFP | Dynein transport cell count | PMI inhibitors | bCat nuc transl | bCat nuc transl cell count 5 µM | MT stabilizer | MT stabilizer Hoechst-high % | MT stabilizer cytotoxicity % | WT yeast gro inh | WT yeast gro inh mutant strain | Insulin prom up | Insulin prom up cell count | human PMI inhibitors | Yfh1-depleted yeast | Autophagy mod | Autophagy mod cell loss 18 h
Cc1ccc(S(=O)(=O)/N=C(\N)Nc2nc(C)c3cc(C)c(C)cc3n2)cc1 | -0.022 | -0.22 | -0.32 | 0.13 | 10% | -2.0 | 1071 | 3.0 | 0.8 | 2.6 | -2 | 12 | -0.29 | 1965 | 5% | i | i | 27
O=C(NNC(=O)C1CCCN(c2ncccn2)C1)c1ccncc1 (stereo unspecified) | 0.83 | -0.3 | 0.59 | -0.1 | -6% | 0.1 | 1584 | 1.8 | 1.3 | 3.8 | 8 | 7 | 0.57 | 1435 | -4% | i | i | 4
CCCCOC(=O)N1CCOCCOCCN(C(=O)OCCCC)CCOCCOCC1 | -0.44 | -0.21 | -0.098 | 0.6 | 2% | -4.6 | 973 | 5.6 | 2.7 | 14 | 31 | -13 | -1.1 | 1121 | 14% | i | i | 1
COc1cc(/C=N/NC(=O)COc2ccc(C)cc2)ccc1OC(=O)c1cccs1 | 0.19 | -0.28 | -0.071 | -0.18 | 21% | -1.1 | 1130 | 8.0 | 3.4 | 6.3 | 33 | -4 | -0.16 | 1454 | 13% | i | i | -1
Cn1cccc1Cc1nnc(SCC(=O)Nc2ccc3c(c2)OCO3)n1-c1ccc(F)cc1 | -2.1 | -0.088 | -0.57 | 3.4 | 11% | 0.6 | 1054 | 1.7 | 1.6 | 7.8 | 3 | -1 | 0.05 | 1469 | 13% | i | i | 10
O=C(Nc1ccc(C(=O)N2CCCC2)cc1)c1ccccc1[N+](=O)[O-] | 0.011 | 1.1 | 0.86 | -0.33 | -1% | -5.2 | 1087 | 2.6 | 1.7 | 14 | 14 | -2 | 0.72 | 1588 | 9% | i | i | -3
OCC1(O)OC[C@@H](O)[C@H]1O (stereo partly specified) | -0.33 | -0.79 | 0.21 | 0.43 | x | 3.0 | 1136 | x | x | x | x | x | 1.3 | 691 | x | i | x | x
CC1CN(C(=O)Nc2ccc(F)cc2)C2(CCCCCC2)O1 (stereo unspecified) | 0.064 | -0.33 | 0.3 | -0.079 | 4% | -0.1 | 1119 | 4.5 | 2.1 | 8.3 | -12 | 11 | -0.03 | 1316 | 7% | i | i | -4
O=C(NCCN1CCOCC1)c1nn2c(c1Cl)NC(c1ccccc1)CC2C(F)(F)F (stereo unspecified) | -0.014 | -0.21 | 0.32 | -0.044 | -6% | x | x | 4.4 | 2.7 | 9.7 | 8 | 8 | x | x | -6% | i | i | -20
O=C(CN1CCOCC1)Nc1ccc2c(c1)OCO2 | -1.3 | -0.18 | -0.73 | 1.8 | -10% | -0.8 | 1129 | 1.6 | 2.2 | 3.1 | 0 | 0 | -0.36 | 1240 | 5% | i | i | 14
COc1cc2cc(CN(CCN3CCCC3)C(=O)Nc3ccc(F)cc3)c(=O)[nH]c2cc1OC | -0.54 | -0.071 | -0.2 | 0.65 | 5% | -1.7 | 1118 | 4.2 | 3.1 | 6.6 | 20 | 4 | x | x | 3% | x | i | 2
O=C(N/C(=C/c1cccc(Br)c1)c1nc(=S)[nH][nH]1)c1ccccc1 | -2.2 | 0.0093 | -0.72 | -0.6 | 10% | -0.8 | 1226 | 5.8 | 3.1 | 2.0 | -5 | -11 | -0.23 | 1347 | 0% | >100µM* | i | -5
CCOC(=O)c1sc(NC(=O)CSc2nccc(C)n2)c(C#N)c1C | -0.025 | 0.019 | 0.1 | 0.11 | 8% | -2.3 | 1142 | 1.4 | 2.3 | 12 | -3 | 7 | x | x | 3% | x | i | 4
CC(Cc1cccs1)NC(=O)c1cccc(Cl)c1 (stereo unspecified) | -0.95 | -0.31 | -0.76 | 0.66 | -2% | 3.4 | 530 | 4.0 | 3.8 | 6.6 | -13 | -1 | 0.55 | 1148 | -4% | i | i | -4
O=C(O)C1Sc2[nH]c(=O)sc2C2c3cc(Cl)ccc3OC(=O)C12 (stereo unspecified) | -0.46 | -0.15 | -0.17 | 0.94 | 50%* | 4.1 | 1117 | 2.4 | 5.2 | 5.1 | -7 | -29 | 0.22 | 1295 | 64%* | i | i | 9
Cc1cc2ccccn2c1C(=O)Nc1ccc(Cl)cc1 | -0.63 | -0.3 | -0.57 | 0.17 | -18% | 5.6 | 1051 | 4.4 | 1.9 | 8.8 | -5 | -6 | 0.52 | 1230 | -9% | i | i | -6
COc1ccc(NC(=O)N2CCCC(c3nc(-c4ccc(F)cc4)no3)C2)cc1 (stereo unspecified) | -0.55 | 0.3 | -0.047 | 0.51 | -8% | -0.1 | 997 | 3.4 | 1.3 | 2.9 | 9 | 13 | x | x | 12% | i | i | -16
Cc1[nH][nH]c(=O)c1C=Nc1ccc(C(F)(F)F)cc1 | 0.21 | -0.29 | 0.17 | -0.33 | -2% | -3.3 | 1129 | 8.6 | 1.0 | 14 | 7 | -3 | 0.87 | 1263 | 22% | i | i | -4
Cn1c(CCNC(=O)OC(C)(C)C)n[nH]c1=S | 0.8 | -0.2 | 0.98 | -1.1 | -6% | -0.5 | 1192 | 4.3 | 2.7 | 7.0 | 0 | -8 | 0.48 | 916 | -7% | i | i | 21
Cn1c(=O)c2c(nc(N3CCN(Cc4ccccc4)CC3)n2CC(=O)c2ccccc2)n(C)c1=O | -0.083 | -0.27 | -0.065 | 0.52 | x | x | x | 1.3 | 2.4 | 8.2 | x | x | x | x | x | i | i | -7
CC1Nc2ccccc2C(=O)N1NS(=O)(=O)c1ccccc1 (stereo unspecified) | 0.85 | -0.22 | 0.61 | -1.1 | 10% | -0.6 | 1101 | 2.1 | 2.1 | 6.6 | -10 | 8 | -0.44 | 1482 | 5% | i | i | -3
CCCC/C(C)=N/NC(=O)NC1CCCCC1 | -0.56 | -0.24 | -0.46 | 0.25 | 3% | 0.3 | 1059 | 5.4 | 1.9 | 6.3 | -19 | -2 | -0.91 | 1413 | 0% | i | i | 6
Cc1ccccc1CN(c1ccc(C(=O)N2CCc3ccccc3C2)cc1)S(C)(=O)=O | 0.17 | -0.24 | 0.2 | 0.84 | 8% | -0.6 | 1254 | 2.8 | 1.2 | 7.5 | 6 | 11 | 0.14 | 1538 | 8% | i | i | 8
CNc1nc(C)nc(-c2ccccc2O)n1 | 0.37 | -0.17 | 0.38 | 0.037 | -5% | 0.2 | 1196 | 2.6 | 2.3 | 7.8 | 18 | 11 | -0.18 | 1010 | -1% | x | i | -4
CC(C)OC(=O)/C(C#N)=C\c1cccnc1 | 0.41 | -0.29 | 0.32 | 0.5 | 4% | -1.2 | 1035 | 2.2 | 1.8 | 5.3 | 15 | -9 | -0.31 | 1319 | 12% | i | i | 1
CC(=O)NC(c1ccccc1)c1cc([N+](=O)[O-])c2cccnc2c1O (stereo unspecified) | 1.7 | -0.25 | 0.71 | -1.6 | 32% | 0.1 | 979 | 1.9 | 1.6 | 0.6 | -26 | -10 | -0.32 | 1207 | 58%* | >100µM* | i | -9
O=S(=O)(NC1CCCCC1)c1ccc(-c2csnn2)s1 | -0.73 | -0.26 | -0.44 | 0.69 | 8% | -0.2 | 1153 | 3.2 | 2.9 | 6.2 | 20 | 24 | -0.91 | 936 | 0% | i | i | 2
CCOC(=O)c1c(C)oc2c1cc(O)c1ccccc12 | -0.69 | -0.28 | -0.14 | 0.025 | 13% | 2.5 | 1175 | 5.9 | 7.5 | 6.8 | 1 | -16 | -0.22 | 1481 | 54%* | i | i | -2
COc1ccc(NC(=O)c2cncc(Br)c2)cc1S(N)(=O)=O | -0.21 | -0.31 | 0.1 | 0.32 | -3% | -2.4 | 1074 | 3.8 | 3.0 | 3.3 | -3 | 18 | 0.74 | 1253 | -3% | i | i | 4

An excerpt from above in order of formula weight, rising.
SMILES | Dynein transport | Dynein transport cytoplasmic EGFP | Dynein transport nuclear GR-EGFP | Dynein transport cell count | PMI inhibitors | bCat nuc transl | bCat nuc transl cell count 5 µM | MT stabilizer | MT stabilizer Hoechst-high % | MT stabilizer cytotoxicity % | WT yeast gro inh | WT yeast gro inh mutant strain | Insulin prom up | Insulin prom up cell count | human PMI inhibitors | Yfh1-depleted yeast | Autophagy mod | Autophagy mod cell loss 18 h
CNc1nc(C)nc(-c2ccccc2O)n1 | 0.37 | -0.17 | 0.38 | 0.037 | -5% | 0.2 | 1196 | 2.6 | 2.3 | 7.8 | 18 | 11 | -0.18 | 1010 | -1% | x | i | -4
CCCC/C(C)=N/NC(=O)NC1CCCCC1 | -0.56 | -0.24 | -0.46 | 0.25 | 3% | 0.3 | 1059 | 5.4 | 1.9 | 6.3 | -19 | -2 | -0.91 | 1413 | 0% | i | i | 6
CCOC(=O)c1c(C)oc2c1cc(O)c1ccccc12 | -0.69 | -0.28 | -0.14 | 0.025 | 13% | 2.5 | 1175 | 5.9 | 7.5 | 6.8 | 1 | -16 | -0.22 | 1481 | 54%* | i | i | -2
CC1Nc2ccccc2C(=O)N1NS(=O)(=O)c1ccccc1 (stereo unspecified) | 0.85 | -0.22 | 0.61 | -1.1 | 10% | -0.6 | 1101 | 2.1 | 2.1 | 6.6 | -10 | 8 | -0.44 | 1482 | 5% | i | i | -3
O=S(=O)(NC1CCCCC1)c1ccc(-c2csnn2)s1 | -0.73 | -0.26 | -0.44 | 0.69 | 8% | -0.2 | 1153 | 3.2 | 2.9 | 6.2 | 20 | 24 | -0.91 | 936 | 0% | i | i | 2
CC(=O)NC(c1ccccc1)c1cc([N+](=O)[O-])c2cccnc2c1O (stereo unspecified) | 1.7 | -0.25 | 0.71 | -1.6 | 32% | 0.1 | 979 | 1.9 | 1.6 | 0.6 | -26 | -10 | -0.32 | 1207 | 58%* | >100µM* | i | -9
